Source: PubChem
Dynein transport = inhibitors of GR-EGFP nuclear translocation, primary screen, dynein cargo transport inhibitor project, imaging, high-content, 3617.4 mouse cells. z-score, hits read low. AID 1381, 2008. hit rate 0.47% among 220,000. test concentration mostly 20 µM; stimulated with dexamethasone, 1 µM; stronger effect = lower value;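 active = plate z-score of nuclear minus cytoplasmic receptor signal below a set negative limit, without overly bright fluorescence or cell loss, cut at about -3.5 in these data, passing the limit was not always enough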;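 also: z-score of nuclear minus cytoplasmic ring GR-EGFP intensity difference per well; some compounds called inactive have numbers as strong as hits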
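Buffer or medium – tet-free medium with charcoal-stripped serum · Signal – automated 10x imaging of fixed Hoechst-stained cells · Also added – dexamethasone agonist, 1.0 µM final, for 30 min · Incubation – induction 48 h, compound 1 h, agonist 30 min · Read-out – GR-EGFP nuclear translocation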
WT yeast gro inh = growth inhibition of WT strain, primary screen, mitochondrial fusion inhibitor project, WT and mutant strains, chemical genetic; hit rate 2.1% among 190,000; AID 1362, 2008; inhibition, % at 10 µM; mitochondrial fusion phenotypic screen; in the data active = inhibition above about 58%; tested in S. cerevisiae
Insulin prom up = insulin promoter activators in MIN6 cells, imaging, high-content screening, mouse beta cells; MIN6 insulin promoter-GFP reporter; stronger effect = higher value; z-score at 5 µM; hit rate 0.3% among 190,000; AID 1625, 2009;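 active = z-score above 3 at 5 µM with at least 500 cells counted in the well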
bCat nuc transl = modulators of beta-catenin nuclear translocation, primary screen, imaging, HeLa cells, immunofluorescence, high-content. hit rate 0.3% among 190,000. nuclear translocation activity, % at 5 µM;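 active = nuclear translocation activity above 50% at 5 µM, with a well cell count of 50 or more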;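 also: per-cell ratio of nuclear to cytoplasmic median beta-catenin stain intensity; plate controls were DMSO negative control for no effect and GSK-3 inhibitor IX positive control for full effect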
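test system = HeLa cells, endogenous beta-catenin | dosing = single 5 µM dose plus 0.02–20 µM confirmation series | times = compound treatment 24 h, 37°C, 5% CO2 | technique = beta-catenin immunofluorescence imaging with DAPI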
HEK293 NOD2/NF-kB = NOD2 signaling inhibitors, cell-based, luminescence, uHTS, HEK293 (AID 1566); HEK293 NOD2/NF-kB luciferase reporter, luminescence; higher % means a stronger effect; one-dose inhibition, % at 4 µM; EC50 in µM for titrated hits; hit rate 0.63% among 290,000; in the data active = inhibition above about 50%; also: many of its hits are not listed in these tables
Yfh1-off respiration = enhancers of respiration in Yfh1-depleted yeast, dose response, Friedreich's ataxia, plus single-dose screen (AID 1465); hit rate 0.074% among 220,000; S. cerevisiae Yfh1-off respiration, WST-1 reduction, 72 h; higher fold induction means a stronger effect; one-dose fold induction at 50 µM; EC50 in µM for titrated hits;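 active = fold induction of absorbance versus untreated yeast above a set limit, then at least 30% activation at any dose in follow-up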;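 also: activators that raise dye reduction in frataxin-depleted yeast; strong numbers were not always called active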
Lipid droplet = inhibitors of hepatocyte lipid droplet formation, primary screen, imaging, high-throughput imaging, BODIPY stain | inhibition, % at 6.5 µM | hit rate 0.4% among 240,000 | AML12 mouse hepatocytes, oleate lipid droplets;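 active = lipid droplet intensity inhibited by at least 50%, with more than 500 cells counted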
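Technique: fluorescence imaging, 20x objective, two fields per well / Assay system: AML12 hepatocytes (mouse) / Measure: % inhibition of lipid droplet signal / Doses: 6.5 µM single-point dosing / Incubation: overnight exposure / Reagent: 100 µM oleic acid challenge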
Autophagy HCS = autophagy modulators in MEF cells, primary screen, imaging, high-content, MEF GFP-LC3. MEF GFP-LC3 puncta imaging; test concentration mostly 10 µM. calls only at 10 µM (by protocol). hit rate 0.98% among 190,000;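 active = percentage of spot-positive cells more than 3 SD above its plate mean, without a fluorescence outlier flag or 80% toxicity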;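 also: spot-positive cell cutoff set from DMSO-treated cells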
MT stabilizer = microtubule stabilizers in HeLa cells, primary screen, imaging, high-content imaging | HeLa tubulin immunostaining HCS, 24 h; share of cells brighter than vehicle mean+2SD | % tubulin-high responders, % at 10 µM | hit rate 0.83% among 200,000 | AID 2205, 2009;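 active = plate Z-score above 3 for both tubulin-high and condensed-nucleus cell shares, with cell loss under 80%, at 10 µM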;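 also: anti alpha tubulin signal scored within the nucleus-defined area of each cell; some results filed as inactive read as strong as hits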
WT yeast gro inh mutant strain = also measured in WT yeast gro inh; calls as there; inhibition, %; mitochondrial fusion phenotypic screen, mutant strain inhibition
Dynein transport cytoplasmic EGFP = also measured in Dynein transport; calls as there; z-score; measured here: cytoplasmic GR-EGFP intensity; stronger effect = higher value
Dynein transport nuclear GR-EGFP = also measured in Dynein transport; calls as there; z-score; measured here: nuclear GR-EGFP intensity;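 lower value marks the stronger effect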
Dynein transport cell count = recorded beside Dynein transport, whose call it bears; z-score; measured here: cell count per field
Insulin prom up cell count = also measured in Insulin prom up; calls as there; cell count; measured here: cytotoxicity, nuclei count;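 total cells summed across four imaged fields per well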
Lipid droplet cells 6.5 µM = further read-out of Lipid droplet, marked with its call; cell count; measured here: cell count, cytotoxicity flag;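 cells counted across two imaged fields per well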
bCat nuc transl cell count 5 µM = also measured in bCat nuc transl; calls as there; cell count; measured here: cell count, cytotoxicity flag
MT stabilizer Hoechst-high % = also measured in MT stabilizer; calls as there; % Hoechst-high responders; measured here: nuclear condensation Hoechst responders;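 share of cells brighter than vehicle mean plus two SD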
MT stabilizer cytotoxicity % = further read-out of MT stabilizer, marked with its call; toxicity, %; measured here: cytotoxicity by cell density;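 0% = mean cell density of plate MIN control wells and 100% = no cells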
Autophagy HCS cell loss 18 h = recorded beside Autophagy HCS, whose call it bears; toxicity, %; measured here: cell loss, nuclei count;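 cell loss after 18 h compound exposure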
Starred values were filed as active, the others as inactive; i = inactive; / = no result given. An excerpt; the hit share may differ from the screen's.

SMILES	Dynein transport	Dynein transport cytoplasmic EGFP	Dynein transport nuclear GR-EGFP	Dynein transport cell count	WT yeast gro inh	WT yeast gro inh mutant strain	Insulin prom up	Insulin prom up cell count	bCat nuc transl	bCat nuc transl cell count 5 µM	HEK293 NOD2/NF-kB	Yfh1-off respiration	Lipid droplet	Lipid droplet cells 6.5 µM	Autophagy HCS	Autophagy HCS cell loss 18 h	MT stabilizer	MT stabilizer Hoechst-high %	MT stabilizer cytotoxicity %
N/C(=N\OC(=O)C12CC3CC(CC(C3)C1)C2)c1ccccc1	0.754	-0.0266	0.154	0.492	86.6*	69.6*	0.29	1695	-2.6	1397	-9.8%	i	/	/	i	7.2	3.1	2.0	5.5
CCCCNC(=O)N1CCN(C(=O)C2CCCO2)CC1 (stereo not drawn)	-0.764	-0.258	-0.31	1.28	5.0	3.4	0.16	1645	-2.3	1005	-2.8%	i	25.6	719	i	13.9	1.3	1.7	8.8
Cc1noc(C)c1CC(=O)N1CCCC(C(=O)c2ccc(C(C)(C)C)cc2)C1 (stereo not drawn)	-0.129	0.0828	-0.0582	0.587	38.5	15.6	-1.61	1260	0.4	1129	15.3%	i	-1.7	728	i	-13.4	1.3	2.1	2.3
CCCc1nnc(NC(=O)CCC(=O)N2CCCCC2CC)s1 (stereo not drawn)	0.498	-0.397	0.0488	0.502	0.1	-3.6	0.15	1112	-5.6	952	-0.6%	i	/	/	i	9.0	3.4	2.2	10.1
CCN(CC)C(=O)C(=O)Nc1ccc(F)c(Cl)c1	0.73	0.292	0.683	-0.633	-5.4	2.4	-0.36	1418	-0.1	1598	-15.5%	i	2.9	727	i	34.0	1.5	4.1	7.4
CC(=O)N1CCN(CC(=O)Nc2c(Cl)ccc(C)c2Cl)CC1	-0.375	-0.258	0.18	-0.665	-9.9	-4.2	0.46	1163	1.7	1026	4.3%	i	9.1	716	i	1.1	2.9	2.7	4.0
O=C(Nc1ccncc1)Nc1ccc(F)c(Cl)c1	-0.537	-0.231	-0.122	0.122	23.9	6.4	2.28	1338	0.3	993	-2.8%	i	0.2	659	i	1.5	3.3	1.1	7.1
CN(C(=O)c1ccncc1)c1nnc(-c2cnccn2)s1	0.0131	-0.287	0.333	0.0173	1.7	5.7	0.26	1255	-0.6	1080	-22.3%	i	-14.8	740	i	3.9	1.6	2.3	11.7
CN1CCN(c2ccccc2NC(=O)Cc2cn(C)c3ccccc23)CC1	-0.375	-0.135	-0.161	0.163	6.3	6.6	-0.57	1074	0.7	1166	0.0%	i	/	/	/	/	4.4	1.3	4.7
CN(CCC(=O)Nc1ccc(Br)cc1)Cc1ccccc1	-0.411	-0.217	-0.0808	0.574	13.0	25.3	-0.57	860	-0.5	1221	-13.1%	i	-0.8	718	i	-7.3	3.5	1.5	5.4
CCCn1c(O)c(CN2CCCCC2)c(C)c(C#N)c1=O	1.85	-0.347	0.536	-1.17	-11.6	4.5	0.79	1270	-1.8	1124	-8.3%	i	/	/	i	30.5	4.1	1.8	13.0
CN(C)CCn1c(C(=O)O)cc2ccccc21	0.534	-0.21	0.0161	-0.215	-11.2	-6.4	0.7	1624	1.3	1258	-3.4%	i	/	/	i	15.2	2.1	2.0	4.0
Nn1c(COc2ccc(Cl)cc2)nc2ccccc2c1=O	-0.217	-0.327	-0.544	0.544	-2.1	-16.1	0.24	1311	/	/	25.3%	i	4.2	658	i	-3.4	3.8	3.0	3.9
O=c1cc(-c2ccc(F)cc2)oc2ccccc12	0.755	-0.053	0.134	-0.404	/	/	/	/	/	/	/	i	/	/	i	2.5	2.8	2.3	7.8
COC(=O)N/N=C/c1cccnc1	-0.327	-0.331	-0.116	0.0369	-7.9	4.1	-0.04	1329	-1.8	511	1.8%	i	2.5	628	i	-4.3	2.3	2.6	5.0
Cc1ccc(NC(=O)C(=O)NN)cc1	-1.68	-0.258	-0.593	0.847	/	/	0	1398	-4.2	1182	12.4%	i	-3.5	729	/	/	/	/	/
O=C(CSc1nc2ccccc2s1)NNC(=S)Nc1ccccc1	1.05	-0.23	0.656	-0.604	26.6	22.7	0.38	1240	1.7	476	8.7%	i	1.2	750	i	13.3	3.1	2.1	5.4
CCOc1ccc(OCCSc2nc(-c3ccccc3)cc(=O)[nH]2)cc1	-0.0759	-0.302	-0.535	0.914	-0.2	-6.3	-0.2	1312	1.8	1066	-2.9%	i	2.3	678	i	4.5	2.5	2.9	7.1
S=c1[nH]nc(Cn2nnc3ccccc32)n1-c1ccc(Cl)cc1	-0.0956	-0.265	0.188	0.109	7.4	-7.5	-0.06	1358	-0.2	1069	15.4%	i	13.1	724	i	-0.3	3.6	1.4	11.6
Cc1csc(NC(=O)CSc2nnc(CCNC(=O)c3cccs3)n2C)n1	-0.778	-0.226	-0.346	0.802	-5.7	-12.7	/	/	-1.0	1061	3.8%	i	-3.8	718	i	0.3	2.5	2.4	1.3
COc1ccc(CCN=C(C)C2=C(O)C(c3ccccc3)OC2=O)cc1OC (stereo not drawn)	-0.271	-0.213	-0.108	0.477	2.2	-5.4	-0.11	1271	-0.7	1089	8.7%	i	4.4	734	i	-6.4	2.1	1.9	1.2
Cc1ccc(N(Cc2cc3ccccc3[nH]c2=O)S(C)(=O)=O)cc1	-0.652	-0.354	-0.324	1.85	-7.2	1.0	0.25	1256	-1.3	1118	28.0%	i	-4.1	692	i	-5.9	3.1	2.3	5.3
COc1cc(C2/C(=C(/O)c3ccccc3)C(=O)C(=O)N2c2ccccn2)ccc1O (stereo not drawn)	-0.855	-0.318	-0.141	1.04	-14.3	2.0	1.14	1439	-0.5	994	17.5%	i	4.6	699	i	-18.5	3.9	2.1	7.9
CCC1CCC(C(=O)NNC(=O)OC)CC1 (stereo not drawn)	-0.592	-0.33	-0.611	0.918	-5.0	-14.8	0.51	1258	-2.4	582	16.2%	i	/	/	i	-20.1	4.5	2.3	5.3
COCC(=O)n1nc(-c2ccc(C)cc2)nc1NCc1ccc(F)cc1	-0.336	-0.267	0.48	-0.0687	6.0	-3.2	0.07	1631	-3.8	1053	-23.4%	i	-8.1	639	i	-1.9	3.2	2.1	10.8
CCCc1n(CC(O)COCC2CC=CCC2)c2ccccc2[n+]1C (stereo not drawn)	-0.7	-0.314	-0.0294	0.659	-1.9	-9.4	/	/	-0.5	1601	5.7%	i	-0.2	701	i	10.9	1.9	1.4	5.6
O=C(CCN1CCN(c2ccccc2)CC1)N/N=C/c1ccc([N+](=O)[O-])o1	-0.223	-0.00776	0.485	-0.712	7.8	11.2	-0.16	988	-0.8	1091	10.3%	i	5.0	693	i	9.3	7.6	2.5	8.7
CS(=O)(=O)N(CC(=O)N1CCCC1)Cc1ccccc1	-0.118	-0.0772	0.103	-1.5	4.0	-21.8	0.03	1624	0.8	1560	17.1%	i	-2.6	641	i	-0.8	1.9	1.8	7.4
O=C(O)c1ccc(NCc2nc3ccccc3n2Cc2ccccc2)cc1	-0.211	-0.181	0.215	0.0392	/	/	-0.28	1023	1.4	1240	20.2%	i	2.0	716	/	/	/	/	/
Cc1ccnc2nc(C(=O)Nc3ccc(N4CCOCC4)cc3)nn12	0.291	-0.0716	0.222	0.159	5.9	4.8	/	/	-0.8	1058	-33.6%	i	-5.2	681	i	25.4	2.0	1.0	7.9
COc1ccc2c(c1)CCC(C)N2C(=O)C(=O)c1c[nH]c2ccccc12 (stereo not drawn)	0.0217	-0.255	0.507	0.0123	/	/	-0.24	1114	-0.6	1295	6.5%	i	7.3	770	/	/	/	/	/
COc1nc(N(C)C)nc(N(C#N)CCOC(C)=O)n1	-0.413	-0.129	-0.285	0.669	3.6	5.9	/	/	-0.1	1560	4.5%	i	-0.2	676	i	4.9	2.3	1.7	7.6
CC1(C)CC2CC(C)(CN2C(=O)COc2cccc3ccccc23)C1 (stereo not drawn)	-0.741	0.579	-0.281	0.0672	11.6	-15.0	-0.3	840	-2.8	1263	-5.4%	i	-18.9	768	i	-0.7	0.5	0.5	2.3
COc1ccc2c3c(cccc13)C(=O)N(O)C2=O	-0.292	-0.121	0.494	-1.53	23.2	9.8	0.22	1429	-2.2	517	-0.3%	i	3.1	635	i	-3.6	4.8	2.3	11.3
O=C(NC(=S)NCC1CCCO1)c1ccc(Cl)cc1Cl (stereo not drawn)	-0.107	-0.0015	0.172	-0.0281	3.0	3.1	0.23	1363	-1.2	1014	-23.6%	i	5.2	634	i	5.6	2.9	1.7	3.1
Cn1cc(SCC(N)=O)c2ccccc21	-0.369	-0.263	-0.211	0.562	-7.8	-9.1	-0.96	1566	3.8	1025	17.0%	i	-13.5	675	i	15.7	9.0	3.1	2.3
O=C(C1CCN(C2CCN(Cc3ccc4cc(F)ccc4n3)CC2)CC1)N1CCCC1	1.09	0.0711	0.68	0.0326	-0.8	0.3	0	1654	1.0	1539	1.0%	i	-2.9	677	i	14.8	2.3	1.7	4.4
